Compound activity deposited in PubChem by several laboratories.
SRC3 inh: inhibits human SRC3 coactivator; inhibition, % at 3.6 µM; 0.17% of 360,000 active; HEK293 GAL4-SRC3 luciferase reporter, luminescence; Q9Y6Q9;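 active = inhibition above a per-campaign cutoff, the mean of all compounds plus 3 SD, cut at about 60% in these data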;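 note: 0% = DMSO-treated cells and 100% = gossypol-treated cells at 36 µM; higher means less SRC3-driven luciferase light from the GAL4 reporter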
NR2F2 inh: blocks human COUP-TFII nuclear receptor. P24468. HEK293T NGFI-A luciferase reporter, luminescence. inhibition, % at 8.6 µM. 0.7% of 370,000 active;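 active = inhibition above a per-plate cutoff, mean inhibition of test wells between control levels plus 3 SD, cut at about 38% in these data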;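 note: cells cotransfected with COUP-TFII expression vector driving the NGFI-A reporter; 0% = median of COUP-TF2 test wells and 100% = reporter-only cells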
Target sequence (P24468 whole entry, looked up): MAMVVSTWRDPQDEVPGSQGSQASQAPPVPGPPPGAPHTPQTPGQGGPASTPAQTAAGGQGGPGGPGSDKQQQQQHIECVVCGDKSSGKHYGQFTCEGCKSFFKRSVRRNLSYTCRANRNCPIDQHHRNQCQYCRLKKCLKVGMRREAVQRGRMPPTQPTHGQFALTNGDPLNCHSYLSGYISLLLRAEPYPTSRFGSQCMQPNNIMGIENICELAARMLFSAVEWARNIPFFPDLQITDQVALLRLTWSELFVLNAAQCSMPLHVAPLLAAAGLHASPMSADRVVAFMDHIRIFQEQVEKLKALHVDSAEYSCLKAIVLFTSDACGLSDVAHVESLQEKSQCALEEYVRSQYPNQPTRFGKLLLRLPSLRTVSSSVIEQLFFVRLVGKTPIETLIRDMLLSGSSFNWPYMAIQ
TROY NFkB inh: TROY signaling inhibition | 0.98% of 360,000 active | inhibition, % at 10 µM | Q293 LMP1-TROYcd NF-kB luciferase reporter, 4 h;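 active = compounds whose plate-normalised and pattern-corrected inhibition of the luciferase reporter signal at the single screening dose is 50% or more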
NR5A2 inv ag: inverse agonists of human LRH-1 (NR5A2); inhibition, % at 3.6 µM; O00482; 0.13% of 360,000 active; HEK293T StAR-luciferase reporter, LRH-1 transfected, 24 h; AID 602396;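 active = inhibition above the mean inhibition of all tested compounds plus 3 SD, cut at about 73% in these data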;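 note: 0% = DMSO wells and 100% = reporter-only cells lacking LRH-1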
Target sequence (O00482 whole entry, looked up): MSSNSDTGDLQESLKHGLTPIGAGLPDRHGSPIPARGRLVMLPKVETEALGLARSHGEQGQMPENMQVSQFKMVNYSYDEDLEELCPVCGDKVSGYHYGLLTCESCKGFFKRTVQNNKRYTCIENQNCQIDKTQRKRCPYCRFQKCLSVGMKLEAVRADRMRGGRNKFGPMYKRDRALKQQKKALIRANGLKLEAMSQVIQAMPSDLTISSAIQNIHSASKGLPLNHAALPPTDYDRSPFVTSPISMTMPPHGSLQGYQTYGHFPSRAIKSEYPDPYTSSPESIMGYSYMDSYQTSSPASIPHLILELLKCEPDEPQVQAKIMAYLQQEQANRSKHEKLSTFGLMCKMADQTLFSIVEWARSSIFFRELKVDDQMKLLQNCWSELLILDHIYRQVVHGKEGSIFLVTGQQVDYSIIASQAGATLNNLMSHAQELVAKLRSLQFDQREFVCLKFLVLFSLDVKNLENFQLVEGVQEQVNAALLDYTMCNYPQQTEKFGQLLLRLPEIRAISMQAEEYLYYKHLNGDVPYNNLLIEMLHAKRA
C8 TRAIL sens: sensitizes caspase-8 expressing cells to TRAIL; 1% of 360,000 active; NB7+C8 cells + TRAIL, ATPlite viability luminescence; inhibition (viability loss, TRAIL sensitization), % at 10 µM;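 active = compounds causing at least 50% loss of cell viability in the single-dose screen, relative to plate controls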
NCOA1 inh: human NCOA1 inhibition | Q15788 | HEK293 GAL4-SRC1 luciferase reporter, luminescence | inhibition, % at 3.6 µM | 0.12% of 360,000 active | AID 588354;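 active = inhibition above the campaign mean plus 3 SD, with each screening campaign given its own cutoff, cut at about 60% in these data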;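 note: 0% = DMSO treated cells and 100% = gossypol at 36 µM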
TLR9-MyD88 inh: TLR9-MyD88 interaction inhibition; Q9NR96+Q99836; CHO BLA complementation TLR9-MyD88, CCF4 FRET ratio; inhibition, % at 4.98 µM; 0.21% of 340,000 active; AID 504734;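 active = inhibition above the mean over all tested compounds plus 3 SD, cut at about 21% in these data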;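 note: 0% = DMSO only wells and 100% = clavulanate BLA inhibitor control wells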
EBV LMP1 NFkB: inhibitors of Epstein-Barr LMP1-induced NF-kappaB reporter; LMP1-induced NF-kappaB luciferase reporter cells, luminescence; inhibition, % at 12.5 µM; 0.69% of 350,000 active; AID 504558; in the data active = inhibition above about 41%;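 note: 0% = neutral control wells and 100% = reference inhibitor control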
SRC2 inh: inhibits human steroid receptor coactivator 2 | inhibition, % at 9 µM | 0.17% of 370,000 active | HEK293 GAL4-SRC2 luciferase reporter, luminescence | Q15596;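 active = inhibition above the mean inhibition of all tested compounds plus 3 SD, set per campaign, cut at about 52% in these data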;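 note: 0% = DMSO treated cells and 100% = cells given Gossypol at 36 µM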
TWEAK-Fn14 inh: inhibitors of TWEAK-Fn14 interaction signaling; TWEAK-stimulated Fn14 reporter cells, luciferase luminescence, 8 h; inhibition, % at 10 µM; 2% of 360,000 active; AID 1159606; in the data active = inhibition above about 50%
NOD2 RIPK2 PPI: blocks binding of human NOD2 to RIPK2 | AID 624267 | inhibition, % at 4.98 µM | O43353 | CHO BLA complementation NOD2-RIPK2, CCF4 ratio | 0.38% of 360,000 active; in the data active = inhibition above about 21%;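 note: 0% = vehicle only and 100% = reference blocker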
The depositor's hits bear a star; · = no result given. Some of the compounds tested; the hit share may differ from the screen's.

SMILES | SRC3 inh | NR2F2 inh | TROY NFkB inh | NR5A2 inv ag | C8 TRAIL sens | NCOA1 inh | TLR9-MyD88 inh | EBV LMP1 NFkB | SRC2 inh | TWEAK-Fn14 inh | NOD2 RIPK2 PPI
CC(=O)c1c(C)[nH]c(C(=O)OCC(=O)c2ccc(Br)cc2)c1C | -2 | 7 | 0 | 9 | 3 | 7 | 4 | 6 | -5 | -1 | -8
C=C(C)c1ccc(C(C)(C)NC(=O)NCc2ccco2)cc1 | 6 | -3 | 4 | 4 | -2 | 2 | 10 | 0 | -19 | 7 | -11
Cc1ccccc1-n1c(SCC(=O)c2c(N)n(C)c(=O)n(C)c2=O)nnc1-c1cccnc1 | 2 | 10 | -3 | -8 | -9 | -7 | -3 | -1 | 8 | 18 | 1
COc1ccc(NC(=O)CCn2cc(C)c3ccccc32)cc1 | -59 | · | -19 | -44 | -15 | -46 | -4 | 6 | · | -4 | 1
CCc1ccc(-n2c(SCC(=O)NC3CCS(=O)(=O)C3)nc3ccccc3c2=O)cc1 (stereo unspecified) | 5 | 22 | 11 | 3 | 1 | -6 | 6 | 3 | -8 | 9 | -4
O=c1[nH][nH]c(-c2ccccc2)c1C=Nc1ccc(Cl)cc1 | -14 | -1 | 15 | 8 | 10 | 7 | -2 | -18 | -8 | -7 | 2
COc1ccc(NC(=O)COC(=O)c2c(-c3ccccc3)noc2C)cc1 | 0 | -8 | -11 | 53 | 6 | 8 | -7 | 2 | 5 | 3 | 11
COC(=O)c1cc(NC(=O)c2cccc([N+](=O)[O-])c2C)ccc1Cl | 18 | -6 | 2 | 6 | 4 | 12 | 2 | 2 | 3 | -2 | -9
O=C(CN1C(=O)C(=O)N(C2CCCC2)C1=O)Nc1ccc(F)cc1F | -12 | -1 | 6 | -8 | 0 | 1 | -1 | -5 | -20 | -6 | -1
Cc1cccc(NC(=O)CSc2nc3nc(C)cc(C)c3c(=O)[nH]2)c1 | 16 | -24 | -4 | 25 | -15 | 10 | -2 | -1 | 4 | 4 | -10
O=C(Cc1ccccc1)NCCCc1ccccc1 | -30 | -10 | -16 | -15 | -10 | -13 | 12 | 29 | -5 | -1 | -5
COc1ccc(N2CCN(C(=O)CN3C(=O)COc4ccccc43)CC2)cc1 | 3 | -20 | 9 | 3 | 1 | -18 | 2 | 5 | -6 | 19 | 1
CN(C)CCCNc1cc(C(C)(C)C)nc2c(-c3ccccc3)cnn12 | -48 | -42 | -1 | -121 | 11 | -95 | -7 | -35 | -71 | -16 | 5
O=C(NCc1ccccn1)C1Nc2ccc(OC(F)(F)F)cc2C2C=CCC12 (stereo unspecified) | -1 | 5 | 2 | -33 | -10 | -2 | -6 | 0 | -15 | 9 | 5
O=C(Nc1ccncc1)Nc1ccc(Cl)cc1 | 10 | -13 | 4 | -7 | 12 | -16 | 3 | -4 | -5 | 3 | -5
COCc1cc(=O)n2[nH]c(-c3cccs3)cc2n1 | -5 | -12 | 2 | -3 | 15 | -11 | 0 | -8 | -1 | -11 | 7
Nc1nc(-c2ccc(Cl)cc2)nn1C(=O)c1cccs1 | -9 | 2 | 10 | -2 | -9 | -20 | 5 | 1 | 1 | 13 | 4
CNC(=O)NC(=O)CSc1ccc(S(=O)(=O)N2CCOCC2)cn1 | 1 | -6 | -20 | 5 | 6 | 8 | 4 | -2 | 21 | 6 | -6
COCCNC(=O)c1ccccc1NC(=O)Nc1ccccc1 | -5 | 4 | -15 | -20 | 2 | -8 | 0 | -2 | -18 | 1 | -9
CN(C)/C=C/C(=O)c1ccc(Cl)c([N+](=O)[O-])c1 | 9 | -10 | -16 | 5 | -8 | -11 | -13 | -8 | 0 | -6 | 0

Compound profiles, from the list above. Order of screens: SRC3 inh | NR2F2 inh | TROY NFkB inh | NR5A2 inv ag | C8 TRAIL sens | NCOA1 inh | TLR9-MyD88 inh | EBV LMP1 NFkB | SRC2 inh | TWEAK-Fn14 inh | NOD2 RIPK2 PPI
Listed for COCCNC(=O)c1ccccc1NC(=O)Nc1ccccc1 : -5 | 4 | -15 | -20 | 2 | -8 | 0 | -2 | -18 | 1 | -9
Listed for COC(=O)c1cc(NC(=O)c2cccc([N+](=O)[O-])c2C)ccc1Cl : 18 | -6 | 2 | 6 | 4 | 12 | 2 | 2 | 3 | -2 | -9

Continued.
SMILES | SRC3 inh | NR2F2 inh | TROY NFkB inh | NR5A2 inv ag | C8 TRAIL sens | NCOA1 inh | TLR9-MyD88 inh | EBV LMP1 NFkB | SRC2 inh | TWEAK-Fn14 inh | NOD2 RIPK2 PPI
COC(=O)CC(=O)CSc1nc2c(cc1C#N)CCCCC2 | -58 | -20 | -25 | -84 | -1 | -76 | -7 | -18 | -46 | -7 | 4
COc1ccccc1C(C)NCC(=O)Nc1ccccc1C(F)(F)F (stereo unspecified) | 1 | 9 | -15 | 36 | -1 | -6 | -1 | 6 | 8 | -1 | -4
O=C(COc1ccc(Br)cc1)N1CCc2ccccc2C1 | 13 | 4 | -5 | -3 | 0 | -7 | 7 | -4 | -10 | -3 | 3
Cc1ccccc1NC(=S)N(CCN(C)C)C(C)c1ccco1 (stereo unspecified) | -5 | 0 | -6 | -14 | -5 | -47 | 3 | 1 | -1 | 8 | -8
CC(C)CNC(=O)COc1ccc(Sc2ccc(OCC(=O)NCC(C)C)cc2)cc1 | -6 | 3 | 26 | 8 | 13 | 8 | -1 | 12 | 9 | 27 | -3
Cc1nc(-c2ccc(Cl)cc2)sc1C1(C)CC(c2ccccc2Br)=NO1 (stereo unspecified) | -43 | -18 | -33 | -37 | 9 | -31 | -5 | 1 | 20 | -9 | 1
CCC(C)NC(=O)CN1C(=O)NC2NC(=O)NC21 (stereo unspecified) | 11 | -4 | -5 | 15 | 15 | -21 | 2 | -3 | -12 | -11 | -1
O=C(Cc1ccc(Cl)cc1Cl)Nc1cccc(S(=O)(=O)Nc2ccccc2F)c1 | 2 | 20 | 19 | 2 | 16 | 14 | 3 | 4 | 6 | 15 | 0
CC[C@H](C)[C@H](NC(N)=O)C(=O)Nc1ccccc1F | -28 | -7 | -34 | -8 | -15 | -10 | -1 | -1 | 2 | -2 | -13
COC(=O)c1ccccc1NC(=O)COc1ccc2c(c1)OCO2 | -13 | -13 | -33 | 1 | -1 | -4 | -9 | -3 | -33 | 3 | 3
Cc1ccn(CCC(=O)O)n1 | 8 | -4 | -3 | 15 | -4 | 4 | -10 | 12 | 0 | 12 | -3
O=C(CCN1C(=O)/C(=C\c2cccs2)SC1=S)NC1=NCCS1 | -4 | 3 | -20 | -18 | 0 | 5 | 3 | -1 | 7 | -5 | -3
COCCNC(=S)NNc1ccccc1[N+](=O)[O-] | -28 | -17 | -49 | 13 | -2 | -19 | 1 | -4 | -28 | -16 | -3
Cc1ccc(N2CCN(c3ccc(C)cc3)C2c2cccnc2)cc1 | 4 | 13 | -50 | 11 | 10 | 12 | -2 | 11 | 18 | 8 | -6
CCOC(=O)c1c(C)n(C)c2ccc(OC)c(NS(=O)(=O)CC)c12 | -10 | 3 | 4 | -4 | -2 | -27 | -14 | 4 | 1 | -1 | -2
C[n+]1cccc(O)c1SCc1ccccc1 | 3 | 5 | -6 | 6 | -15 | -1 | 0 | 1 | 0 | -1 | -1
COc1cc(C=O)ccc1Oc1nc(Nc2ccc(F)cc2F)nc(N2CCOCC2)n1 | -1 | -8 | 6 | -7 | -20 | -6 | · | -3 | -6 | -21 | 0
CCc1ccc(NC(=O)C(NS(=O)(=O)c2ccc3c(c2)CCN3C(C)=O)C(C)C)cc1 (stereo unspecified) | 3 | 8 | 3 | 4 | 0 | -1 | 4 | -12 | 1 | -3 | -3
O=C1[C@H](Cc2ccccc2)NCC=CC[C@H](c2ccco2)N1Cc1ccccc1 | 20 | -1 | 0 | 0 | -3 | -10 | -6 | 1 | 10 | 18 | 3
O=C1c2ccccc2C(=O)N1CC(=O)N1c2ccccc2Sc2ccccc21 | 23 | -12 | -4 | 14 | -7 | -7 | -3 | 4 | 11 | 11 | 3
O=C(Nc1ccc(F)cc1)N1CCN(C(=O)C2CCCO2)CC1 (stereo unspecified) | -26 | 4 | 6 | -3 | -19 | -3 | -4 | 0 | -48 | -23 | -3
Clc1ccccc1N1CCN(Cc2ccco2)CC1 | -21 | -20 | -9 | 6 | -3 | -17 | -3 | 3 | -3 | 6 | 3
Cc1ccc(S(=O)(=O)c2c(N)n(C)c3nc4ccccc4nc23)cc1 | -3 | -6 | 5 | -7 | 5 | -8 | -4 | -7 | -16 | -1 | -6
COc1ccc(NC(=O)C2CCCN(S(=O)(=O)c3cccs3)C2)cc1OC (stereo unspecified) | -7 | -9 | -7 | 20 | 1 | 20 | -15 | 17 | 17 | -13 | -5
O=C(CSc1nc(-c2ccc(F)cc2)nc2ccc(F)cc12)Nc1cccc(C(=O)O)c1 | -3 | 4 | 1 | 10 | -9 | 8 | 2 | -3 | -32 | 1 | -2
COc1ccc(NS(=O)(=O)c2ccc3nc(COc4cccc5ccccc45)[nH]c3c2)cc1 | -5 | 16 | 38 | -5 | 6 | 9 | 6 | -5 | -13 | 59* | 12
Cc1c(C(=O)N2CCN(S(=O)(=O)c3ccccc3)CC2)oc2ccc(Br)cc12 | -7 | 10 | 4 | 23 | 5 | -1 | 5 | -2 | 9 | -5 | 5
O=C(O)c1oc2ccccc2c1CN1CCN(c2ccccc2)CC1 | 17 | -5 | -7 | 3 | 6 | -15 | -4 | -4 | -2 | -17 | 0
COc1cccc(C(=O)NN2C(=S)N(c3ccccc3)C(=O)C2CC(N)=O)c1 (stereo unspecified) | -65 | -59 | -35 | -152 | 16 | -57 | 0 | -13 | -45 | -16 | -2
c1ccc(NCc2nc(-c3ccccc3)no2)cc1 | -43 | -11 | -53 | -30 | 1 | -32 | -2 | -27 | -10 | -24 | 3
COc1ccc(CSCC(=O)N/N=C/c2ccccc2O)cc1 | 6 | -11 | 3 | 5 | 12 | -12 | -5 | 18 | 10 | -6 | -6
C=CCNC(=O)C1CC(=O)N(c2ccc(OCC(=O)Nc3ccccc3)cc2)C1 (stereo unspecified) | -78 | -12 | -19 | -99 | -17 | -125 | 11 | -21 | -48 | -5 | -2
C=CCNC(=O)C1CC(=O)N(c2ccc(C)cc2)C1 (stereo unspecified) | -33 | -10 | -5 | -10 | -9 | -1 | -2 | 4 | -20 | 15 | -15
COc1cc(/C=C2\CC/C(=C\c3ccc(OCCO)c(OC)c3)C2=O)ccc1OCCO | -6 | -6 | 20 | 16 | 10 | -19 | 13 | -1 | -19 | 2 | -14
COc1ccc(C(C)=O)cc1CC1(C)C(=O)Nc2ccc(OC(F)(F)F)cc21 (stereo unspecified) | -6 | 9 | -1 | 12 | 6 | 3 | · | · | -12 | -13 | -7
Cn1c(NNC(=O)CCC2CCCCC2)cc(=O)n(C)c1=O | -2 | 10 | -4 | 18 | 2 | -1 | -7 | -2 | -15 | 7 | -17
CCC(=O)Nc1ccc2oc(-c3cccnc3)nc2c1 | -33 | -33 | -25 | -83 | 22 | -45 | -6 | -22 | -38 | -16 | 14
COc1ccc(C(C(=O)NC2CCCCC2)N(CC2CCCO2)C(=O)C2COc3ccccc3O2)cc1OC (stereo unspecified) | 3 | 1 | -3 | -25 | -8 | 16 | -14 | 12 | 11 | -35 | -7
CCCCOC(=O)c1ccc(NC(=O)c2c(OC)cccc2OC)cc1 | 13 | 3 | 83* | 0 | 1 | 3 | -3 | -8 | -1 | -22 | -10
